Screening data as filed in PubChem BioAssay.
NFkB transloc inh: blocks IL-1B driven NFkB nuclear translocation in HUVEC cells | HUVEC IL-1B NFkB p65 nuclear translocation imaging | inhibition, % at 2 µM | hit rate 0.43% among 94,000 | AID 796;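 active means inhibition above about 30% together with a positive call from visual inspection of the well image, limit read from the data; inconclusive means inhibition above a set limit but visual check negative; inactive means inhibition not above a set limit, visual check negative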;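 further: nuclear over cytoplasmic p65 intensity ratio measured by imaging; 0% = IL-1B stimulated DMSO wells and 100% = unstimulated DMSO wells; values of inactives mirror those of a sister screen read the other way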
Bcl-B displacement: displacers of TR3 peptide from Bcl-B, primary screen, selectivity assay for Bfl-1 inhibitor project, biochemical, fluorescence polarization. hit rate 0.11% among 96,000. FP displacement of FITC-TR3 peptide from Bcl-B; higher % means a stronger effect. displacement, % at 20 µM; hits with a dose series show IC50 in µM;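 active means displacement above 50% at 20 µM plus a fluorescence interference ratio under 1.5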;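 further: plate controls were wells without compound for no effect and wells lacking Bcl-B protein for full effect; a part of the inactive calls stands beside numbers as strong as those of hits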
PLAP inhibitors HTS: inhibition of human placental alkaline phosphatase – biochemical, luminescence, HTS (AID 690). purified PLAP, luminescent substrate; higher % means a stronger effect. one-dose inhibition, % at 20 µM; IC50 in µM for titrated hits. hit rate 0.08% among 96,000; in the data active means a potency from the dose series; inactive means the rest, 99 in 100 with inhibition below about 30%; further: strong numbers were not always called active
IL1B NFkB pot: enhances IL-1B driven NFkB nuclear translocation. HUVEC IL-1B NFkB p65 nuclear translocation imaging. activation, % at 2 µM. hit rate 0.3% among 94,000. AID 819;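 active means activation above 40%, about the mean plus 3 SD, also judged a hit on visual image review; inconclusive means activation above 40% but not a hit on visual review; inactive means activation not above 40% and no visual hit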;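 further: percent activation is computed from the nuclear over cytoplasmic p65 intensity ratio; values of inactives mirror those of a sister screen read the other way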
MRP reversal: compounds reversing MRP-mediated drug resistance; H69AR cells + 2 uM doxorubicin, CellTiter-Glo, 72 h; differential viability (reversal), % at 10 µM; hit rate 0.04% among 85,000; AID 602;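 active means viability drop by adding the cancer drug above about 55%, with treated viability meeting a 40% cutoff, limit read from the data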;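 further: viability without doxorubicin minus viability with 2 µM doxorubicin for each compound; larger differential means the compound sensitizes cells more to doxorubicin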
MRP reversal cytotoxicity: recorded beside MRP reversal, whose call it bears; viability, %; H69AR cells, CellTiter-Glo, 72 h; measured here: cytotoxicity without doxorubicin
MRP reversal with doxorubicin: further read-out of MRP reversal, marked with its call; viability, %; measured here: viability with 2 uM doxorubicin; stronger effect = lower value
NFkB transloc inh cell count 2 µM: recorded beside NFkB transloc inh, whose call it bears; cell count; measured here: cells passing quality filter;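 raw number of nuclei counted in each imaged well without normalization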
IL1B NFkB pot cell count 2 µM: also measured in IL1B NFkB pot; calls as there; cell count; measured here: cells passing quality filter
* = called active by the depositor; ? = inconclusive; / = not tested or not shown. A portion of the library (hit frequency here may not be typical).

SMILES	NFkB transloc inh	NFkB transloc inh cell count 2 µM	Bcl-B displacement	PLAP inhibitors HTS	IL1B NFkB pot	IL1B NFkB pot cell count 2 µM	MRP reversal	MRP reversal cytotoxicity	MRP reversal with doxorubicin
CCC(=O)NC(=S)NNC(=O)c1ccc(OC)cc1	-16	133	0%	-227%	16	133	/	/	/
Cn1cccc1C(=O)OCC(=O)Nc1cc(C(C)(C)C)nn1-c1ccccc1	3	122	1%	-4%	-3	122	2	82	81
Cc1c([C@H]2[C@@H](CC#N)C2(C)C)c2ccccc2n1C	-1	109	-1%	15%	1	109	-1	79	80
O=C(c1ccccc1)N1CCC(c2nc(-c3ccc(S(=O)(=O)NCC4CCCO4)cc3)no2)CC1 (configuration not stated)	-21	165	6%	-70%	21	165	18	95	78
Cc1ccc(N(CC(=O)NCc2ccccc2Cl)S(=O)(=O)c2cccs2)cc1	3	107	-13%	12%	-3	107	28	93	64
Cn1cccc1Cc1nnc(SCC(=O)Nc2cccc(Cl)c2)n1-c1ccc(F)cc1	/	/	-1%	-66%	/	/	-5	77	83
Oc1ccc(C=NCC2COc3ccccc3O2)cc1 (configuration not stated)	-41	188	-8%	20%	?	/	-6	88	94
CCNC(=S)NCc1ccc(Cl)cc1	4	143	/	/	-4	143	/	/	/
Cc1cccc2cc(CN(Cc3cccs3)C(c3nnnn3C3CCCC3)C(C)C)c(=O)[nH]c12 (configuration not stated)	-4	162	-26%	-58%	4	162	/	/	/
Cc1nnc(C)n1/N=C/c1cccnc1	10	68	-3%	20%	-10	68	14	112	97
O=C(O)c1cc2c([nH]c1=O)CCCC2	/	/	-1%	16%	/	/	26	112	86
CCN(CC)S(=O)(=O)c1cccc(C(=O)N[C@H](C(=O)O)C(C)C)c1	-17	175	6%	-18%	17	175	3	93	90
O=c1ncn(-c2cccc(F)c2)c2ncccc12	8	189	7%	-14%	-8	189	/	/	/
Cc1ccc(S(=O)(=O)NNc2ccccc2)cc1	-7	162	-5%	17%	7	162	/	/	/
COC(=O)c1c(NC(=O)c2ccco2)sc(C)c1C	27	115	-2%	17%	-27	115	6	87	81
COc1cc(-c2noc(CCCC(=O)NCc3ccco3)n2)cc(OC)c1OC	-16	77	/	/	15	77	-19	65	85
Cc1ccc2nc(Nc3nc(C)cc(C(F)(F)F)n3)nc(C)c2c1	-8	58	-5%	-1%	8	58	1	97	97
CC(=O)c1ccc(OCC(O)CN2CCN(Cc3ccc4c(c3)OCO4)CC2)cc1 (configuration not stated)	-28	71	1%	-4%	28	71	-10	61	71
COc1ccc2c(c1)sc1nc(-c3ccccc3)cn12	/	/	-4%	-32%	/	/	-9	20	29
CN(C)c1nccc(N(Cc2ccccc2)Cc2ccccc2)c1C#N	-2	163	1%	-16%	2	163	7	86	79
CC(C)(C)NC(=O)CSc1n[nH]c(=O)n1-c1ccccc1	/	/	-14%	0%	/	/	11	102	91
Cn1cc(Cl)c(-c2nc3ccccc3[nH]2)n1	5	154	4%	13%	-5	154	-9	76	85
Cc1onc(C(=O)/C=C/N(C)C)c1C(=O)Nc1nccs1	-13	169	-12%	-6%	13	169	/	/	/
CC(=O)c1ccc(N2C(=NC(=O)C(C)C)SC3CS(=O)(=O)CC32)cc1 (configuration not stated)	-18	176	/	/	17	176	/	/	/
COc1ccccc1NC(=O)c1ccc(C)s1	-3	150	-3%	16%	3	150	10	93	83

Reprinted from the results shown (4 entries):
SMILES	NFkB transloc inh	NFkB transloc inh cell count 2 µM	Bcl-B displacement	PLAP inhibitors HTS	IL1B NFkB pot	IL1B NFkB pot cell count 2 µM	MRP reversal	MRP reversal cytotoxicity	MRP reversal with doxorubicin
CCC(=O)NC(=S)NNC(=O)c1ccc(OC)cc1	-16	133	0%	-227%	16	133	/	/	/
Cn1cccc1C(=O)OCC(=O)Nc1cc(C(C)(C)C)nn1-c1ccccc1	3	122	1%	-4%	-3	122	2	82	81
Cc1c([C@H]2[C@@H](CC#N)C2(C)C)c2ccccc2n1C	-1	109	-1%	15%	1	109	-1	79	80
O=C(c1ccccc1)N1CCC(c2nc(-c3ccc(S(=O)(=O)NCC4CCCO4)cc3)no2)CC1 (configuration not stated)	-21	165	6%	-70%	21	165	18	95	78

(more compounds)
SMILES	NFkB transloc inh	NFkB transloc inh cell count 2 µM	Bcl-B displacement	PLAP inhibitors HTS	IL1B NFkB pot	IL1B NFkB pot cell count 2 µM	MRP reversal	MRP reversal cytotoxicity	MRP reversal with doxorubicin
COC(=O)c1cn(NC(=O)c2cccc(OC)c2)c(=O)c2ccccc12	14	160	10%	-9%	-14	160	5	93	88
CCc1ccc(N2CC(C(=O)Nc3cc(C)ccc3F)CC2=O)cc1 (configuration not stated)	-19	114	5%	-10%	19	114	12	91	79
CCSc1ncc(Cl)c(C(=O)Nc2sc3c(c2C(=O)NCc2cccnc2)CCCC3)n1	-25	178	-77%	-4%	25	178	/	/	/
O=C(Nc1ccc(F)cc1)C1CCN(c2nnnn2-c2ccccc2)CC1	-3	215	1%	1%	3	215	-11	91	102
COc1cccc(-c2ccc(=O)n(CC(=O)Nc3cc4c(cc3NC(C)=O)OCCO4)n2)c1	-2	181	19%	-57%	2	181	9	97	87
O=c1[nH]c(-c2ccncc2)nc2ccccc12	10	98	-44%	-10%	-10	98	15	82	67
COc1ccccc1NCCC(=O)OCC(=O)Nc1ccc(Cl)cn1	/	/	11%	-7%	/	/	-10	96	105
CCCC(C(=O)OCC)P(=O)(c1ccccc1)c1ccccc1 (configuration not stated)	/	/	-8%	-6%	/	/	7	87	80
Cc1ccc(C)c(C(=O)n2cnnc2N)c1	-9	118	8%	-38%	9	118	-4	81	85
CS(=O)(=O)N(CCc1ccccc1)CC(=O)NCc1ccncc1	-16	135	-5%	-14%	16	135	10	99	88
O=C(O)CCC(=O)Nc1ccc(Cc2ccc(NC(=O)CCC(=O)O)cc2)cc1	-2	153	3%	6%	2	153	-1	95	96
CCn1nnc(NC(=O)c2ccc(C(C)(C)C)cc2)n1	/	/	-9%	1%	/	/	10	89	80
COCCn1c(SCC(=O)c2ccc3c(c2)OCCO3)nnc1-c1ccco1	-8	125	-1%	-6%	8	125	5	91	86
Cc1c(NC(=O)c2cc3ccccc3c(=O)s2)c(=O)n(-c2ccccc2)n1C	-7	179	8%	18%	7	179	-1	92	93
COc1ccc(-n2c(-c3cccc(C)c3[N+](=O)[O-])n[nH]c2=S)cc1	-32	139	-2%	-5%	32	139	/	/	/
Cc1noc(C)c1Cn1nc(C(=O)O)c2ccccc2c1=O	8	198	-2%	-13%	-8	198	7	88	81
Cc1ccc(C)c(S(=O)(=O)Nc2ccc3scnc3c2)c1	-15	145	1%	-40%	15	145	-26	17	43
Cc1ccc(C2=NNC(C(O)C(O)C(O)C(O)CO)S2)cc1 (configuration not stated)	-8	164	1%	-105%	8	164	/	/	/
COc1ccccc1-n1c(SCC(=O)Nc2cccc3ccccc23)nc(O)cc1=O	-8	177	14%	-24%	8	177	-11	85	96
CC1CCc2c(C(=O)NCCCN3CCOCC3)csc2C1 (configuration not stated)	2	111	2%	-19%	-1	111	/	/	/
Cc1nc2cc(CC(=O)O)ccc2o1	-6	129	10%	19%	6	129	/	/	/
O=C(CN1CCCC1)NCC12CC3CC(CC(C3)C1)C2	/	/	0%	-66%	/	/	-6	88	94
CC(=O)Nc1ccc(-c2cn3ccsc3n2)cc1	-19	152	-8%	5%	19	152	-8	87	95
CC(=O)C(=Nc1ccccc1Cl)NNc1ccc(Cl)cc1	-9	82	/	/	9	82	-4	101	105
CCOC(=O)c1cc2occc2n1CC(=O)Nc1ccc(OC)cc1OC	/	/	1%	4%	/	/	12	100	88
SMILES	NFkB transloc inh	NFkB transloc inh cell count 2 µM	Bcl-B displacement	PLAP inhibitors HTS	IL1B NFkB pot	IL1B NFkB pot cell count 2 µM	MRP reversal	MRP reversal cytotoxicity	MRP reversal with doxorubicin
CN1C(=O)SC(Nc2ccccc2)C1=O (configuration not stated)	-10	156	/	/	10	156	9	96	86
COCCCN1C(=O)C(O)=C(C(C)=O)C1c1cccc(F)c1 (configuration not stated)	-11	82	8%	4%	11	82	-3	87	90
COc1ccc(NC(=O)N(C2CCCCC2)C2CCN(C(C)C)CC2)c(OC)c1	-4	174	-8%	-40%	4	174	11	92	81
COc1cc(/C=N/NC(=O)C(=O)N2CCCC2)ccc1O	0	128	2%	0%	0	128	/	/	/
O=c1cc(N2CCN(Cc3ccccc3)CC2)[nH]c(=O)n1-c1cccc(C(F)(F)F)c1	-10	122	/	/	9	122	-2	85	87
CCN(Cc1cc2cccc(C)c2[nH]c1=O)C(=O)c1ccccc1OC	/	/	-1%	-11%	/	/	-8	85	93
CCC1Oc2ccccc2N(CC(=O)Nc2ccc3c(c2)OCCO3)C1=O (configuration not stated)	4	169	/	/	-4	169	/	/	/
COc1ccc2c(c1)CCc1c(C(=O)NCc3cccnc3)noc1-2	-5	135	-1%	-6%	5	135	15	98	83
CCOc1ccc(-n2c(SCC(N)=O)nc3c([nH]c4ccccc43)c2=O)cc1	6	137	-5%	25%	-6	137	-17	47	65
CCCCOc1ccc(S(=O)(=O)NNC(=O)C2Cc3c(ccc4ccccc34)O2)cc1 (configuration not stated)	2	149	-6%	-36%	-2	149	/	/	/
CCOC(=O)N1CCC(n2c(SCC(=O)Nc3ccccc3OC)nc3ccccc3c2=O)CC1	-10	88	-4%	-48%	10	88	38	70	32
Fc1ccccc1OCCSc1nc2ccccc2o1	1	137	-4%	23%	-1	137	/	/	/
S=C(NCc1ccco1)Nc1ccc(Cl)c(Cl)c1	-7	155	-4%	7%	7	155	/	/	/
O=C(c1ccccc1F)N1CCN(Cc2ccccc2F)CC1	-3	66	-5%	15%	3	66	8	87	79
C=CCn1c(SCC(=O)NCc2ccc3c(c2)OCO3)nc2scc(-c3ccccc3)c2c1=O	3	150	-2%	-4%	-3	150	-16	66	83
Nc1ccc(-n2ccnc2)cc1	-1	114	-2%	8%	1	114	-4	92	96
CCOC(=O)CCNC(=O)Nc1ccc2nc(C)n(Cc3ccccc3Cl)c(=O)c2c1	-16	126	-3%	-35%	16	126	7	84	77
CN(C)c1ccc(C2C3=C(CCCC3=O)OC3=C2C(=O)CCC3)cc1	6	149	7%	-29%	-6	149	-21	70	91
Cn1ncc(Cl)c1C(=O)N1CCc2ccccc21	2	133	1%	-13%	-2	133	-8	83	91
COC(=O)c1cc(NC(=O)c2ccccc2)c(=O)oc1C/C=N\OCc1ccc(Cl)cc1Cl	/	/	-101%	-44%	/	/	11	99	87
O=C(Cc1c(F)cccc1Cl)NCCCn1ccnc1	-11	170	-16%	4%	11	170	/	/	/
CC1Cc2ccccc2N1C(=O)CCNS(=O)(=O)c1cccc2nsnc12 (configuration not stated)	-24	46	-2%	19%	26	46	10	90	80
COc1ccc(NC(=O)c2ccc(Cc3ccc(C)cc3)o2)cc1	-9	133	/	/	9	133	1	95	95
CCC(C)NC(=O)C(Cc1ccccc1)n1cccc1 (configuration not stated)	/	/	-2%	14%	/	/	4	97	94
C=CCn1cnc2scc(-c3ccc(C)cc3)c2c1=O	7	93	16%	18%	-7	93	16	93	77
SMILES	NFkB transloc inh	NFkB transloc inh cell count 2 µM	Bcl-B displacement	PLAP inhibitors HTS	IL1B NFkB pot	IL1B NFkB pot cell count 2 µM	MRP reversal	MRP reversal cytotoxicity	MRP reversal with doxorubicin
CS(=O)(=O)N1CCN(C2CCN(Cc3ccccc3)CC2)CC1	-14	159	-1%	-48%	14	159	1	100	99
CCOC(=O)Nc1cccc(Nc2ccccc2)c1	-2	189	-5%	30%	2	189	13	95	82
CCC(CC)C(=O)Nc1ccc(Cl)c(Cl)c1	-2	82	-1%	5%	2	82	-3	85	88
CCOC(=O)C1=C(C)NC(SCC(=O)O)=C(C#N)C1c1ccco1 (configuration not stated)	-4	140	-11%	-3%	4	140	1	90	89
COc1ccc(OC)c(C(O)c2nc3ccccc3n2C(C)C)c1 (configuration not stated)	-10	152	0%	-5%	11	152	5	97	92
CCCn1c(SCc2ccc(Cl)cc2)nc2c1c(=O)[nH]c(=O)n2C	10	158	4%	-6%	-10	158	-1	71	72
O=C1CC(N(O)c2ccccc2)C(=O)N1Cc1ccccc1 (configuration not stated)	/	/	6%	21%	/	/	2	77	75
